Dyrk1A ADPGlo: Dyrk1A (rat) kinase inhibition; ADP-Glo luminescence, NFATc1 peptide; inhibition, % at 12.5 µM; actives 0.43% (n = 310,000); in the data active = inhibition above about 50%;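 note: plate controls were vehicle with enzyme for no effect and no enzyme for full effect; many of its hits are not listed in these tables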
TRPC4 block: TRPC4 (mouse) channel inhibition; actives 0.39% (n = 300,000); Q9QUQ5; B-score at 10 µM; HEK293 TRPC4beta/mu-opioid, DAMGO-evoked Fluo4 calcium flux; stronger effect = lower value;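 active = B-score over 3 SD under the library average, no early fluorescence shift, positive overall ratio signal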
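Material: HEK293 cells with stable TRPC4beta plus mu-opioid receptor expression; probe or stimulus: DAMGO in two steps, submaximal then maximal; technique: Fluo4 calcium fluorescence by kinetic imaging, 5 s 1 Hz baseline; measure: integrated fluorescence ratio relative to baseline, converted to per-well B score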
KCNK3 block: human KCNK3 channel inhibition, primary screen; CHO-KCNK3 thallium flux, FluxOR fluorescence; stronger effect = lower value; B-score at 10 µM; actives 0.84% (n = 340,000);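 active = B-score under library mean minus 4 SD, starting fluorescence ratio at most library mean plus 5 SD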;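 note: more negative B-score means stronger inhibition of thallium flux through KCNK3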
hERG protect: hERG (human) protection from proarrhythmic block | CHO-hERG, FluxOR thallium flux, dofetilide IC70 present | activation (rescue from dofetilide block), less the hit threshold, % at 10 µM | actives 0.51% (n = 310,000);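 active = activation above the mean of controls blocked by dofetilide plus 5 SD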;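 note: thallium influx through hERG after potassium depolarization seen as dye fluorescence rise; in these data hits start at about 4.7%; inactives centre near -7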
KCNQ1 pot: human KCNQ1 channel potentiation or activation; AID 2648; CHO-K1 KCNQ1, thallium flux FluxOR fluorescence; stronger effect = higher value; actives 0.35% (n = 310,000); B-score at 10 µM;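 active = fluorescence ratio B-score, a plate-corrected score, at least three library SD, with initial intensity B-score within 5 SD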
Target sequence (P51787 whole entry, looked up): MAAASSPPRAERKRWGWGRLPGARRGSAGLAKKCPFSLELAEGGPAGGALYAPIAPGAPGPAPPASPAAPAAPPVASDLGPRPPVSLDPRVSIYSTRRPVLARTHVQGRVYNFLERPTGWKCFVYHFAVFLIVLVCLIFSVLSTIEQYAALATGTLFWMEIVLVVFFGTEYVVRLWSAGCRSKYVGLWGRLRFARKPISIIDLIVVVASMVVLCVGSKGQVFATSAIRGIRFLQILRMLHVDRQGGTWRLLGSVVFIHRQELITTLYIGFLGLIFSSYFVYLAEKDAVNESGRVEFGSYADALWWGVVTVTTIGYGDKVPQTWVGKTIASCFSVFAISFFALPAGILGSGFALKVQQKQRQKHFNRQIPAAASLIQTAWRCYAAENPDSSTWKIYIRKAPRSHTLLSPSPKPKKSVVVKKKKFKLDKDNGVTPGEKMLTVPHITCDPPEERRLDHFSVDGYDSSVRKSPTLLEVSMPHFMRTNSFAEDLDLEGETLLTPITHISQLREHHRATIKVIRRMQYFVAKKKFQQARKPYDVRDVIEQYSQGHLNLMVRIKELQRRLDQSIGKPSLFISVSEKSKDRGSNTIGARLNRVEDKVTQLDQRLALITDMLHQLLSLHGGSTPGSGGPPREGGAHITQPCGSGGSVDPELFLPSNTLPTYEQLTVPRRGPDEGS
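Medium – assay buffer, equal DMSO in all wells · Material – CHO-K1 cell line with stable KCNQ1 potassium channel expression · Signal – kinetic FluxOR thallium fluorescence, 10-s 1-Hz baseline, 110-s post-stimulus read · Compound – single concentration per compound, DMSO matched to controls · Schedule – 37 °C overnight plating, 90-min dark dye load, 20-min compound pretreatment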
TRPC4 potent: allosterically enhances the mouse TRPC4 cation channel. actives 0.42% (n = 310,000). HEK293 TRPC4beta/mu-opioid, DAMGO EC20, Fluo-4 Ca2+ flux; stronger effect = higher value. AID 2227. Q9QUQ5. B-score at 10 µM;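 active = B-score of calcium response area above 5 SD of library B-scores, with initial fluorescence ratio within 5 SD of library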;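 note: B-score of integrated fluorescence ratio over time as area under calcium response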
KCNQ1 block: inhibitors of human KCNQ1 potassium channel. P51787. CHO-K1 KCNQ1, FluxOR thallium flux fluorescence; stronger effect = higher value. B-score at 10 µM. actives 1.3% (n = 310,000). AID 2642;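 active = compounds whose thallium flux B-score, printed positive for inhibition, exceeds three library SD while starting fluorescence stays within three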;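 note: channel opened by potassium depolarization with thallium stimulus after 20 min compound exposure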
TRPC4 act: activators of mouse TRPC4 channel | HEK293 TRPC4beta/mu-opioid, Fluo4 calcium fluorescence; stronger effect = higher value | actives 0.49% (n = 310,000) | B-score at 10 µM;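 active = B-score above 5 SD of library B-scores, and initial fluorescence ratio not above library mean plus 5 SD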;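 note: positive B-score marks a calcium rise read as TRPC4 activation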
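Test system: HEK293 cells stably co-expressing mouse TRPC4beta and mu-opioid receptor | Schedule: Fluo4 dye loading 45 min at room temperature, 110 s recording | Measured by: Kinetic Fluo4 calcium fluorescence, 5 s baseline at 1 Hz | Evaluation: B score of integrated ratio | Controls: Buffer (low) and maximal DAMGO (high)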
PolyA inh: inhibitors of polyadenylation in S. cerevisiae; S. cerevisiae SKY197-pL101 polyadenylation reporter, beta-gal luminescence; efflux-impaired pdr1/pdr3 knockout yeast; score 100 = 6 SD above DMSO; calls only at 12 µM; actives 0.02% (n = 300,000);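 active = lowest replicate activity score at least 50, where 100 means six control SD above control mean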;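 note: yeast exposed to compound for 9 h at 30 °C; higher score means more reporter readthrough which indicates perturbed polyadenylation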
KCNK9 inh: inhibitors of human KCNK9 two-pore domain potassium channel. Q9NPC2. HEK293 KCNK9, FluxOR thallium flux fluorescence; stronger effect = lower value. B-score at 10 µM. actives 1.2% (n = 310,000);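 active = ratio B-score over 3 SD below the library mean, with starting fluorescence within 5 SD of its mean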;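 note: negative B-score means less thallium flux so channel inhibition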
Target sequence (Q9NPC2 whole entry, looked up, the tested form may be a part): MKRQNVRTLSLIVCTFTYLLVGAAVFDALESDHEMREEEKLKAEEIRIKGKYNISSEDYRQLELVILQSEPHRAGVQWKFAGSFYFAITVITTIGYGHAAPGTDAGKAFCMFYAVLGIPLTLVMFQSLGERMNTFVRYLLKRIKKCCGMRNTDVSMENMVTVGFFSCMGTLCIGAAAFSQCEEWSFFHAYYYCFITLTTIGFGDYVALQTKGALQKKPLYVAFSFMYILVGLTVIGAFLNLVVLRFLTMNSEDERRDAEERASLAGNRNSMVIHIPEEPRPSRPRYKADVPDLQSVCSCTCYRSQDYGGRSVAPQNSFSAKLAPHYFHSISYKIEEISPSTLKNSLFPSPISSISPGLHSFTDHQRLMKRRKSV
Platelet DG rel: platelet dense granule release activity | actives 0.22% (n = 300,000) | inhibition, %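 (compounds screened at 7.5 µM in platelet-rich plasma)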 | human platelet-rich plasma, SFLLRN dense granule ATP release, luminescence | AID 1663;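 active = mean replicate score, as percent of positive control, at or above 50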
Starred values were filed as active, the others as inactive; i = inactive; · = no result given.

SMILES	Dyrk1A ADPGlo	TRPC4 block	KCNK3 block	hERG protect	KCNQ1 pot	TRPC4 potent	KCNQ1 block	TRPC4 act	PolyA inh	KCNK9 inh	Platelet DG rel
CCOc1ccc(Oc2nc(NCC(C)C)nc(OC)n2)nn1	-4.9	i	i	-8.8	i	i	i	i	i	i	12.6
Cc1ccc(C(O)c2ccncc2)cc1 (configuration not stated)	-3.1	i	i	-4.4	i	i	i	i	i	i	2.6
CC(NC(=O)c1ccccc1)c1nc2ccccc2n1Cc1ccc(C#N)cc1 (configuration not stated)	3.6	i	i	-8.9	i	i	i	i	i	i	2.0
CN(C)c1ccc(/C=N/NC(=O)CN2CCCCC2)cc1Br	4.6	i	i	-7.1	i	i	i	i	i	i	0.2
CCOC(=O)c1sc2nc(NC(=O)C(C)(C)C)sc2c1C	15.4	i	i	-8.6	i	i	i	i	i	i	9.1
CCN1CNC(=S)N(Cc2ccccc2)C1	7.0	i	i	-5.4	i	i	i	i	i	i	-11.3
Cc1cc(NC(=O)c2noc3c2CCCCC3)nn1Cc1ccc(Cl)cc1	3.4	i	i	-8.6	i	i	i	i	i	i	-8.3
COCCNC(=S)N(CCc1c(C)[nH]c2ccc(OC)cc12)Cc1cccnc1	2.7	i	i	-3.6	i	i	i	i	i	i	-0.5
CC(C)CC(=O)NC(=S)Nc1ccc(S(=O)(=O)N2CCCC2)cc1	1.8	i	i	-4.5	i	i	i	i	i	i	9.1
COC(=O)c1cc(-c2ccc(F)cc2)n(-c2ccccc2)n1	-3.1	i	i	-11.5	i	i	i	i	i	i	-0.2
O=S(=O)(Nc1ccc(-c2nnc(SCc3ccc(Cl)cc3)o2)cc1)c1ccccc1	-4.9	i	i	-2.5	i	i	i	i	i	i	-0.4
O=C(CS(=O)(=O)c1ccccc1)Nc1nnc(Cc2ccccc2)s1	1.5	i	i	-12.2	i	i	i	i	i	i	1.6
CNC(=O)C1=C(C)Nc2nc3ccccc3n2C1c1ccc(F)cc1 (configuration not stated)	-5.4	i	i	-10.3	i	i	i	i	i	i	-9.1
COc1cc(C2C3C(=O)N(c4ccccc4)C(=O)C3ON2c2ccccc2)cc(OC)c1OC (configuration not stated)	-1.3	i	i	-6.4	i	i	i	i	i	i	-8.8
CC(=O)Nc1c(C#N)c(C(C)(C)C)cn1C	5.3	i	i	-4.3	i	i	i	i	i	i	9.7
COc1ccc(C(=O)CCNc2cccc(Cl)c2)cc1	4.8	i	i	-7.9	i	i	i	i	i	i	-5.3
CC(=O)Nc1ccc(S(=O)(=O)NC2(C(F)(F)F)C(=O)NC(C)=C2C#N)cc1 (configuration not stated)	-2.7	i	i	-1.3	i	i	i	i	i	i	0.7
CC(/C=C(\NC(=O)c1ccccc1)C(=O)N=Nc1c(O)[nH]c2ccc(C)cc12)=C\c1ccccc1	-3.2	i	i	-22.8	i	i	6*	i	i	i	-2.5
O=C(NCCC(=O)N1CCN(c2ncccn2)CC1)c1ccccc1	-2.9	i	i	-10.9	i	i	i	i	i	i	-7.5
Cc1ccc(-c2n[nH]c3c2C(c2ccccc2)N(c2ccc(C(=O)O)cc2)C3=O)cc1 (configuration not stated)	6.7	i	i	-11.8	i	i	i	i	i	i	-3.9
Cc1ccc(C)c(-c2nc3ccc(N)cc3[nH]2)c1	-6.0	i	i	1.5	i	i	i	i	i	i	-1.3
NC(=O)NC(=O)COC(=O)[C@H](Cc1ccccc1)NC(=O)c1cccs1	·	i	i	-4.0	i	i	i	i	i	i	1.2
COc1cc(C(=O)NC(=S)Nc2ccc3[nH]c(=O)[nH]c3c2)cc(OC)c1OC	-1.9	i	i	-5.8	i	i	i	i	i	i	23.3
N#C/C(=C\c1ccc[nH]1)Sc1nc2ccccc2s1	21.9	i	i	-15.6	i	i	i	i	i	i	-14.0
COc1ccc(C2CC(c3ccccc3)=NN2c2ccc(N)cc2)cc1 (configuration not stated)	-1.2	i	i	-8.3	i	i	i	i	i	i	11.6
c1coc(-c2nn3c(-c4ccco4)nnc3s2)c1	6.3	i	i	-9.0	i	i	i	i	i	i	-0.1
CCOC(=O)CSC1=C(C#N)C(c2ccc(C)cc2)C2=C(CCCC2=O)N1 (configuration not stated)	3.5	i	i	-10.1	i	i	i	i	i	i	-1.7
COc1cccc(C(=O)NCC(=O)N/N=C/c2ccc(OC(=O)c3cccs3)c(OC)c2)c1	·	i	i	-12.3	i	i	i	i	i	i	-14.1
CCOc1ccccc1C(=O)NC(C)CCc1ccccc1 (configuration not stated)	·	i	i	-5.5	i	i	i	i	i	i	-13.6
CC(C)CN(CC(C)C)S(=O)(=O)N1CCC(C(=O)N2CCc3ccccc3C2)CC1	-11.0	i	i	-5.7	i	i	i	i	i	i	-6.0
CCNC(=O)NC(=O)C(C)Sc1ncc(C(F)(F)F)cc1Cl (configuration not stated)	-2.2	i	i	-4.3	i	i	i	i	i	i	7.2
Cc1cc2cc(CNC(=O)C(C)Oc3ccccc3)ccc2n1C (configuration not stated)	19.1	i	i	-9.0	i	i	i	i	i	i	-0.7
Cc1ccc(NC(=O)CCNS(=O)(=O)c2ccc3[nH]c(=O)oc3c2)cc1C	-0.4	i	i	-7.5	i	i	i	i	i	i	2.2
O=C(NNC(=O)c1cc2ccccc2oc1=O)c1ccccc1[N+](=O)[O-]	-6.8	i	i	-9.3	i	i	i	i	i	i	0.9
CCOC(=O)c1[nH]c2ccc(F)cc2c1NC(=O)c1cc(OC)c(OC)c(OC)c1	-6.5	i	i	-5.9	i	i	i	i	i	i	6.1
COc1ccc(Nc2nc3[nH]c(=O)cc(O)c3s2)cc1	3.0	i	i	-4.0	i	i	i	i	i	i	-3.3
Cc1oc(/N=C/c2cccc3ccccc23)c(C#N)c1C	6.8	i	i	-10.9	i	i	i	i	i	i	7.2
O=C(NCc1ccc2c(c1)OCO2)C(=O)NCC1OCCCN1S(=O)(=O)c1ccc(F)cc1 (configuration not stated)	-5.3	i	i	-6.1	i	i	i	i	i	i	1.6
C=C1CCN([C@@H](Cc2ccccc2)C(=O)NC2CCN(Cc3ccccc3)CC2)S(=O)(=O)c2ccccc21	-3.6	i	i	-11.9	i	i	i	i	i	i	-0.6
O=C(CNC(=O)c1ccc(Br)cc1)N/N=C/c1cccnc1	1.0	i	i	-11.3	i	i	i	i	i	i	-7.2
Cc1cc(C(=O)COC(=O)Cn2c(C(F)(F)F)nc3ccccc32)c(C)n1Cc1ccco1	0.6	i	i	-12.8	i	i	i	i	i	i	-0.1
CN(Cc1ccccc1)C(=O)c1ccccc1-c1ccccc1	0.9	i	i	-10.0	i	i	i	i	i	i	-14.0
Cc1ccc(OCC(O)CNC2CCCC2)cc1C (configuration not stated)	10.4	i	i	-6.5	i	i	i	i	i	i	-2.0
CC(C)CCN(C)c1ccc(/C=N/n2cnnc2)cc1	11.8	i	i	-12.8	i	i	i	i	i	i	-6.8
CCC(C)N(C(=O)COC(=O)CNC(=O)c1sc2ccccc2c1Cl)C1CCS(=O)(=O)C1 (configuration not stated)	20.0	i	i	-9.6	i	i	i	i	i	i	13.4
CCC(CC)C(=O)c1c[nH]c(C(=O)NC2CCCCCC2)c1	·	i	i	-9.3	i	i	i	i	i	i	-2.0
Cc1ccc(S(=O)(=O)c2c(C)c(C)c(C)[nH]c2=O)cc1	-0.6	i	i	-5.0	i	i	i	i	i	i	-10.7
COc1cc2c(cc1OC)C(c1cccc([N+](=O)[O-])c1)N(C(=O)c1ccc(F)cc1)CC2 (configuration not stated)	6.0	i	-10.9*	-12.4	i	i	11*	i	i	-17.1*	-9.1
Cc1onc(-c2ccccc2)c1C(=O)NCC(O)c1ccccc1 (configuration not stated)	-6.4	i	i	-7.9	i	i	i	i	i	i	0.3
CC(=O)Nc1ccc(S(=O)(=O)N2CCC(N3CCCC3)CC2)cc1	-5.6	i	i	-6.8	i	i	i	i	i	i	14.0

Next part
SMILES	Dyrk1A ADPGlo	TRPC4 block	KCNK3 block	hERG protect	KCNQ1 pot	TRPC4 potent	KCNQ1 block	TRPC4 act	PolyA inh	KCNK9 inh	Platelet DG rel
O=C(COc1coc(CN2CCN(c3ccccc3)CC2)cc1=O)Nc1ccccc1F	-4.8	i	i	-3.8	i	i	i	i	·	i	-8.2
Nc1ccc(C(=O)Nc2nccs2)cc1	1.6	i	i	-20.1	i	i	i	i	i	i	-4.9
CN1C(=O)/C(=C\C(=O)c2cccs2)c2ccccc21	2.7	i	i	-4.4	i	i	i	i	i	i	6.9
Cc1ccc(C)c(N2CCN(C(=O)CCC(=O)N3CCOc4ccc(Cl)cc43)CC2)c1	7.4	i	-10*	-4.8	i	i	i	i	i	i	0.9
Oc1ccc(C[C@@H]2CNCCN2CCc2cc(C(F)(F)F)cc(C(F)(F)F)c2)cc1	3.9	i	i	-9.5	i	i	i	i	i	i	-0.3
CCC(C)Oc1cccc(OCCCCN2C(=O)NC(C)(C)C2=O)c1 (configuration not stated)	5.2	i	i	-1.4	i	i	i	i	i	i	-8.2
COc1cccc(N2CCN(Cc3nnnn3C3CCCCC3)CC2)c1	0.9	i	i	-5.2	i	i	i	i	i	i	1.8
CS(=O)c1ccccc1-c1nc(-c2cccc(Cl)c2)no1 (configuration not stated)	5.6	i	i	-9.1	i	i	i	i	i	i	-4.5
CC/C(=N\NC(=O)c1cc(C2CC2)[nH]n1)c1ccccc1	3.1	i	i	-7.6	i	i	i	i	i	i	-19.9
CCOC(=O)C(=CNNc1ccccc1)C(=O)OCC	3.2	i	i	-21.8	i	i	i	i	i	i	3.3
COc1cc(/C=N/NC(=O)c2cc(C)n(-c3ccc(F)cc3)c2C)cc(OC)c1O	1.7	i	i	-25.9	i	i	i	i	i	i	9.6
COCCNC(=O)CCCn1c(=O)c2cc(OC)c(OC)cc2n(CC(=O)Nc2ccc(C)c(F)c2)c1=O	14.1	i	i	-6.8	i	i	i	i	i	i	-5.6
COc1cc(NC(=O)c2cc(CC(C)C)on2)c(OC)cc1Cl	2.8	i	i	-11.3	i	10*	i	i	i	i	3.7
CC(=O)Nc1ccc(S(=O)(=O)NCCSCc2c(Cl)cccc2Cl)cc1	-4.1	i	i	-11.7	i	i	i	i	i	i	-3.0

The list is partial; the hit share may differ from the screen's.
